Compound activity deposited in PubChem BioAssay by several laboratories.
CCHFV vOTU inh: CCHFV vOTU protease inhibitors, primary screen, biochemical, Pep-AMC substrate, fluorescence; Crimean-Congo hemorrhagic fever virus L polyprotein viral ovarian tumor (vOTU) protease …; inhibition, % at 11.5 µM; 370,000 compounds, 0.55% hits; in the data active = inhibition above about 30%; also: 0% = vehicle wells with enzyme and 100% = no enzyme wells
BH1578 lux ind: inducers of Vibrio cholerae quorum light production without autoinducers, primary screen, BH1578 luxS cqsA deficient, single point; V. cholerae BH1578 lux reporter, luminescence, 6 h; activation, % at 18.7 µM; 350,000 compounds, 0.16% hits; in the data active = activation mostly above about 9.7%, no sharp cut-off; also: not every result past the cut was called active; inactives centre near 0; reference of the scale not given here
MazEF act: activators of E. coli MazEF toxin-antitoxin RNase, primary screen, biochemical, fluorescence, uHTS. FAM/BHQ RNA-DNA oligo cleavage fluorescence, 5 h. activation, % at 20 µM. 350,000 compounds, 0.32% hits; in the data active = activation above about 50%
Target sequence (P0AE70 whole entry, looked up): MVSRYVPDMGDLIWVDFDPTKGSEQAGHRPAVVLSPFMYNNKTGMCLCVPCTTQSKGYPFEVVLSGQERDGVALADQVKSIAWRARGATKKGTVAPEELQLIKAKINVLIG
VHR inh abs: VHR1 phosphatase inhibitors, primary screen, biochemical, absorbance, uHTS; AID 1654, 2009; inhibition, % at 13.3 µM; recombinant VHR phosphatase, pNPP absorbance; 290,000 compounds, 0.52% hits; Dual specificity protein phosphatase 3 (Homo sapiens), P51452; in the data active = inhibition above about 50%; also: some compounds called inactive have numbers as strong as hits
Target sequence (P51452 whole entry, looked up): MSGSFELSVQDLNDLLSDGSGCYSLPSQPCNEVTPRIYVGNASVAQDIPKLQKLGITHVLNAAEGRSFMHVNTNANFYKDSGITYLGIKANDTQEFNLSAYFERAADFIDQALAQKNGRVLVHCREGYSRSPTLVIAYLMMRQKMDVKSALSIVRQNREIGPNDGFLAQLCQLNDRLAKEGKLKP
TcdB inh: TcdB glycohydrolase inhibitors, primary screen, biochemical, single point, plate reader; Toxin B (Clostridioides difficile), P18177; TcdB glycohydrolase enzymatic assay; inhibition, % at 9.99 µM; AID 652162, 2013; 350,000 compounds, 0.24% hits; in the data active = inhibition above about 10%
Rv3671c inh: Rv3671c serine protease inhibitors, primary screen, biochemical, fluorescence polarization, M. tuberculosis H37Rv; 320,000 compounds, 0.048% hits; P9WHR9; inhibition, % at 5.96 µM; in the data active = inhibition above about 38%;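 also: extracellular domain of Rv3671c used as enzyme; 0% = enzyme with DMSO and 100% = no enzyme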
Target sequence (P9WHR9 whole entry, looked up, the tested form may be a part): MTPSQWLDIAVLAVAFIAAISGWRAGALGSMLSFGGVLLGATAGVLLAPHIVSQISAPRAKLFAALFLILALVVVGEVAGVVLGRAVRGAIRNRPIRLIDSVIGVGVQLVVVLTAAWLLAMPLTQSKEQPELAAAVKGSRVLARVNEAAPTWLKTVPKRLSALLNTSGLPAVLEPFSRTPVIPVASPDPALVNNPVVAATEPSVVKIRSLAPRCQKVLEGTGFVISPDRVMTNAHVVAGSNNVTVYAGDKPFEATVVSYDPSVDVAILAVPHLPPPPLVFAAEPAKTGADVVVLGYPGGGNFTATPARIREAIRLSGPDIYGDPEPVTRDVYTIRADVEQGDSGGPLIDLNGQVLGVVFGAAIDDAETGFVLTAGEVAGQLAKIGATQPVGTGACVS
3CLpro inhibitor: SARS-CoV 3CLpro protease inhibitors, primary screen, biochemical, quenched FRET; Replicase polyprotein 1ab (Severe acute respiratory syndrome coronavirus), P0C6X7; inhibition, % at 6 µM; recombinant SARS-CoV 3CLpro, quenched FRET peptide cleavage; 290,000 compounds, 0.14% hits; in the data active = inhibition above about 12%
PrPC surface inh: inhibitors of human cell surface prion protein PrPC, primary screen, cell-based, TR-FRET; Major prion protein (Homo sapiens), P04156; TR-FRET read-out; inhibition, % at 13.8 µM; 370,000 compounds, 0.43% hits; in the data active = inhibition above about 24%; also: 0% = median of the test wells and 100% = reference compound wells
SSB-PriA inh: inhibitors of Klebsiella pneumoniae PriA binding to SSB C-terminal tail, primary screen, biochemical, AlphaScreen. 430,000 compounds, 0.6% hits. AID 1272365, 2023. AlphaScreen SSBct-PriA binding, biotinylated peptide. PriA–SSB C-terminal tail interaction (Klebsiella pneumoniae). inhibition, % at 33 µM; in the data active = inhibition mostly above about 37%, no sharp cut-off; inactive = mostly below about 20%;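 also: plate controls were negative control peptide for no effect and reference peptide for full effect; strong numbers were not always called active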
Y pestis TopoI: Yersinia pestis topoisomerase I inhibitors, primary screen, biochemical, cleavage product accumulation, plate reader, single point; activity, % at 10 µM; AID 504884, 2011; DNA topoisomerase I (Yersinia pestis CO92); 360,000 compounds, 0.064% hits; Y. pestis Topo-I cleavage product accumulation; in the data active = activity above about 50%, passing the limit was not always enough; also: inactives centre near 2
An asterisk follows results filed as active; i = inactive; · = no result given; & = joins results of further samples. This is a subset, so the mix of outcomes need not match the whole.

SMILES	TcdB inh	Y pestis TopoI	Rv3671c inh	VHR inh abs	BH1578 lux ind	PrPC surface inh	CCHFV vOTU inh	SSB-PriA inh	3CLpro inhibitor	MazEF act
CC1(C)CC2c3cccc(C(=O)O)c3C(=O)N2c2c1ccc1ccccc21 (configuration not stated)	·	-2	-3	4	-1.4	-7	-6	-11	-3	-13
CC12CC(NC(=O)N1c1cccc(C(=O)N3CCN(c4ccccc4F)CC3)c1)c1ccccc1O2 (configuration not stated)	·	15	8	25	-14	-7	5	-18	4	6
Cc1ccc(N2CC(NS(=O)(=O)c3cccs3)CC2=O)cc1C (configuration not stated)	0.1	6	2	·	i	-2	4	-4&4	·	0
COc1cc2oc3cc(C#Cc4ccc(N)cc4)ccc3c(=O)c2cc1OC	1.2	-5	-12	·	i	5	11	-15	·	43
COc1cc2c(-c3ccccc3O)nc3c(c(C)nn3-c3ccccc3)c2cc1OC	·	4	-6	7	i	4	-7	-3	-2	38
Cc1cc(NC(=O)c2ccc3c(c2)OCO3)no1	·	-3	-1	-5	i	-1	10	-5	-3	3
CCOc1cc(/C=C2\SC(=Nc3ccc(CC)cc3)NC2=O)ccc1OCC(=O)O	1.4	24	-31	9	i	-6	13	-10	3	1
CCC1(C)Cc2c(sc(NC(=S)NC(=O)c3ccccc3)c2C#N)CO1 (configuration not stated)	2.5	-4	0	12	0.4	6	10	2	-4	-2
COc1ccc(-n2c(SCC(N)=O)nnc2-c2ccc(NS(=O)(=O)c3ccc(C)cc3)cc2)cc1	·	-8	-2	21	-0.4	-2	6	-36	0	-3
CN(C)CCC#CC1(O)c2ccccc2-c2ccccc21	-0.1	-6	5	4	-0.8	1	-13	3	3	17
CC(C)OC(=O)c1cccc(C(=O)O)n1	12*	-3	-7	9	i	-2	9	3	3	2
Cc1coc2c1c(C)cc1oc(=O)c(CC(=O)N[C@@H](C)C(=O)O)c(C)c12	2.0	-5	·	40	1.2	8	-71	3	0	1
Cn1nnnc1SCCNCc1ccc(Cl)cc1	·	-1	5	21	-2.2	2	-2	-14	-3	-1
CCCc1nnc(NC(=O)CCN2C(=O)c3ccccc3C2=O)s1	·	-5	7	4	-1.3	3	5	-13	0	3
CC(C)N(C)C1CCN(S(=O)(=O)c2ccc(-c3ccc(=O)[nH]n3)s2)CC1	-1.8	-6	7	7	-0.3	-20	2	-2	-1	-7
CCOC(=O)c1ccc(NC(=S)NN)cc1	-1.0	-4	-3	12	1.1	7	7	12	0	4
COc1ccc(Nc2nc(N)nc(CSc3nccn3C)n2)cc1	0.5	-2	-2	6	-0.3	7	0	-8	-3	5
COc1cccc(-c2nc(COc3ccc(Cl)cc3Cl)no2)c1	-1.5	-9	-3	31	-0.2	5	-2	-6	-6	-6
O=C(Nc1ccccc1)C1=C[C@@H](C2CCCCC2)C[C@@H](OCc2ccc(CO)cc2)O1	0.7&0.3	6	-17	12	i	1	8	7	2	-15
O=C(Nc1ccc(Cl)cc1)Nc1ccccc1CC[N+](=O)[O-]	1.6	-15	1	12	-1.8	8	-2	-9	2	4
O=C(CSc1ccc2nnc(-c3ccc(F)cc3)n2n1)NCC1CCCO1 (configuration not stated)	·	-2	-5	15	-0.7	·	·	0	2	3
CCc1nc(N(CC)CC)c2oc3ccccc3c2n1	·	26	2	·	-1.3	0	9	-32	4	-5
CCc1ccc(CCC(=O)Nc2ccc(Cl)cc2)o1	-0.2	4	-2	4	0.8	18	11	-28	0	-2
CCN1C(=C(C#N)C#N)C=Cc2ccccc21	0.0	0	0	22	i	-4	4	-7	5	7
CCOc1ccc(S(=O)(=O)Nc2ccc(S(=O)(=O)N3CCCC3)cc2)cc1	0.8	8	-1	-5	i	5	-1	-14	0	-12
CCCCn1c(-c2ccccc2)cnc1SCC(=O)NCCc1ccc(OC)c(OC)c1	·	10	-6	9	-1.1	-7	-10	42	-9	6
Cc1nc2ccc(NC(=O)Cc3c(F)cccc3Cl)cc2s1	0.7	9	2	23	i	10	3	0	-1	6
COc1ccc2c(c1)OC(=O)CC2c1cc(OC)c(OC)c(OC)c1 (configuration not stated)	-2.3	4	·	·	-6.2	4	17	-10	·	4
COC(CN(C(=O)CCl)C(C(=O)NC1CCCCC1)c1ccc(C)cc1)OC (configuration not stated)	·	1	-5	0	-0.2	-6	6	-9	1	0
O=C(CCS(=O)(=O)c1ccc(Br)s1)NC1CCCC1	·	1	1	4	-3.3	4	-10	-23	-2	7
Cc1ccc(-c2nnc(N3CC(C)OC(C)C3)c3ccccc23)cc1 (configuration not stated)	0.2	12	-4	17	-0.2	3	6	-10	4	0
O=C(CNC(=O)c1cccnc1)N=Nc1c(O)[nH]c2c(Br)cc(Br)cc12	-0.6	-9	5	1	-2.5	-9	12	1	6	9
NC(=O)CC(NC(=O)c1ccccc1)c1ccc(NCc2ccccc2)c([N+](=O)[O-])c1 (configuration not stated)	·	22	-7	-5	-0.3	-32	-2	8	·	4
CC(C)CC1NC(=O)N(CC(=O)Nc2ccc3c(c2)CCC3)C1=O (configuration not stated)	0.7	7	4	26	-0.4	6	-12	-17	1	-7
O=C(NCc1ccco1)C1CCC(N2C(=O)C3C4CCC(C4)C3C2=O)CC1 (configuration not stated)	1.2	-1	7	-22	-0.5	-4	1	0	-2	-14
Cc1nc(C(=O)NC2CCCCC2)sc1C1(C)CC(c2cccc([N+](=O)[O-])c2)=NO1 (configuration not stated)	-0.8	-6	-7	11	-0.4	0	1	16	·	1
Cc1cc(C(=O)N(C2CCCCC2)C2CCCCC2)no1	·	-1	-10	11	i	-8	-13	-23	0	1
Cc1ccc(S(=O)(=O)NN2C(=O)c3ccccc3NC2c2ccccc2)cc1 (configuration not stated)	0.8	-10	-1	-2	-0.6	11	-2	-1	2	10
CCc1ccccc1NC(=S)N(CCOC)C(C)c1ccco1 (configuration not stated)	0.8	9	3	15	i	-4	-17	-16	4	8
Oc1ccc(CC2(N3CCCC3)CCCCC2)cc1	1.4	1	0	16	8.5	-6	3	-10	3	6
Cc1cccc(C)c1NC(=O)CSc1nnc(-c2ccco2)n1N	·	-2	7	-5	5.3	4	8	-13	-3	-1
Cc1ccsc1C1C2=C(CC(C)(C)CC2=O)Nc2ncnn21 (configuration not stated)	0.6	-6	-5	34	-0.4	-1	1	-12	6	7
Cc1cccc(C)c1Nc1nnc(SCC(=O)NC2CCS(=O)(=O)C2)s1 (configuration not stated)	·	1	8	5	-0.2	-1	9	6	-3	5
CCCS(=O)(=O)c1nc(S(=O)(=O)c2ccc(C)cc2)c(NCCCN2CCCC2=O)s1	-0.6	24	3	7	-0.3	3	18	-2	-9	-4
CCN(CC)C(=O)Cn1cc(S(=O)(=O)CC(=O)NCc2ccccc2)c2ccccc21	1.4	-9	-7	30	i	0	5	-3	-10	2
CC(C)N(C(=O)c1ccc(Cc2cn(C)c3ccccc23)nc1)C(C)C	-0.1	26	·	·	-0.2	2	17	·	·	·
COC(=O)[C@@]1(C)CC[C@]2(C)CC[C@@]3(C)C(=CC(=O)C4[C@@]5(C)CC[C@H](O)C(C)(C)[C@@H]5CC[C@]43C)[C@H]2C1 (some centres not stated)	·	3	-4	4	i	5	-10	5	·	-13
Cc1ccc([N+](=O)[O-])cc1N=Nc1c(C)[nH]n(C(N)=S)c1=O	1.4	-7	14	14	i	-11	-10	-7	3	8
CCCc1nc2c(C)cc(C)cc2c(N)c1CC	·	-3	1	-7	-2.5	-10	-4	-7	5	5
Cn1c(=O)c2c(nc3n2CC(O)CN3c2ccc(O)cc2)n(C)c1=O (configuration not stated)	9.9	-2	-1	44	i	0	10	6	-1	9
COc1ccc(NC(=O)N2CCN(C(=O)c3ccco3)CC2)c(OC)c1	0.5	-7	-2	16	i	6	7	-18	-1	0
C=C(C)C1CC=C(C)/C(=N/Nc2ccccc2[N+](=O)[O-])C1 (configuration not stated)	0.1	-4	12	30	-0.2	-4	-13	·	-1	0
COCCn1c(SCC(=O)Nc2ccc(NC(C)=O)cc2)nc2ccccc2c1=O	0.5	0	5	-15	i	4	2	2	4	11
Cc1cc(NS(=O)(=O)c2ccc(NC(=O)/C=C/c3cccc(Cl)c3)cc2)no1	2.1	7	1	-14	0.3	2	8	-2	6	-19
NC1(C#Cc2ccc3c(=O)c4ccccc4sc3c2)CCCCC1	0.6	-7	-25	·	i	1	7	4	·	-18
Cc1c(-n2c(SCC(=O)NC(C)C)nc3ccccc3c2=O)c(=O)n(-c2ccccc2)n1C	3.1	2	-3	17	0.9	2	9	1	6	-5

By substructure, the entries above with an aryl methoxy group
SMILES	TcdB inh	Y pestis TopoI	Rv3671c inh	VHR inh abs	BH1578 lux ind	PrPC surface inh	CCHFV vOTU inh	SSB-PriA inh	3CLpro inhibitor	MazEF act
COc1cc2oc3cc(C#Cc4ccc(N)cc4)ccc3c(=O)c2cc1OC	1.2	-5	-12	·	i	5	11	-15	·	43
COc1cc2c(-c3ccccc3O)nc3c(c(C)nn3-c3ccccc3)c2cc1OC	·	4	-6	7	i	4	-7	-3	-2	38
COc1ccc(-n2c(SCC(N)=O)nnc2-c2ccc(NS(=O)(=O)c3ccc(C)cc3)cc2)cc1	·	-8	-2	21	-0.4	-2	6	-36	0	-3
COc1ccc(Nc2nc(N)nc(CSc3nccn3C)n2)cc1	0.5	-2	-2	6	-0.3	7	0	-8	-3	5
COc1cccc(-c2nc(COc3ccc(Cl)cc3Cl)no2)c1	-1.5	-9	-3	31	-0.2	5	-2	-6	-6	-6
CCCCn1c(-c2ccccc2)cnc1SCC(=O)NCCc1ccc(OC)c(OC)c1	·	10	-6	9	-1.1	-7	-10	42	-9	6
COc1ccc2c(c1)OC(=O)CC2c1cc(OC)c(OC)c(OC)c1 (configuration not stated)	-2.3	4	·	·	-6.2	4	17	-10	·	4
COc1ccc(NC(=O)N2CCN(C(=O)c3ccco3)CC2)c(OC)c1	0.5	-7	-2	16	i	6	7	-18	-1	0

Ordered by length of the SMILES (descending): part of the list above
SMILES	TcdB inh	Y pestis TopoI	Rv3671c inh	VHR inh abs	BH1578 lux ind	PrPC surface inh	CCHFV vOTU inh	SSB-PriA inh	3CLpro inhibitor	MazEF act
Cc1cc(NS(=O)(=O)c2ccc(NC(=O)/C=C/c3cccc(Cl)c3)cc2)no1	2.1	7	1	-14	0.3	2	8	-2	6	-19
COCCn1c(SCC(=O)Nc2ccc(NC(C)=O)cc2)nc2ccccc2c1=O	0.5	0	5	-15	i	4	2	2	4	11
Cc1ccc(N2CC(NS(=O)(=O)c3cccs3)CC2=O)cc1C (configuration not stated)	0.1	6	2	·	i	-2	4	-4&4	·	0
